PI5P4K alpha inh = PI5P4K alpha (human) kinase inhibition; P48426; PI5P4Kalpha enzyme, ADP-Glo luminescence, 60 min; stronger effect = lower value; max response, %; hit rate 1.2% among 330,000; active = max response of -50% or lower; inconclusive = between -30% and -50%; inactive = -30% or higher; also: value at the top dose of about 77 µM; % is scaled to controls: 0 for no effect and ±100 for the full control effect
Target sequence (P48426 whole entry, looked up): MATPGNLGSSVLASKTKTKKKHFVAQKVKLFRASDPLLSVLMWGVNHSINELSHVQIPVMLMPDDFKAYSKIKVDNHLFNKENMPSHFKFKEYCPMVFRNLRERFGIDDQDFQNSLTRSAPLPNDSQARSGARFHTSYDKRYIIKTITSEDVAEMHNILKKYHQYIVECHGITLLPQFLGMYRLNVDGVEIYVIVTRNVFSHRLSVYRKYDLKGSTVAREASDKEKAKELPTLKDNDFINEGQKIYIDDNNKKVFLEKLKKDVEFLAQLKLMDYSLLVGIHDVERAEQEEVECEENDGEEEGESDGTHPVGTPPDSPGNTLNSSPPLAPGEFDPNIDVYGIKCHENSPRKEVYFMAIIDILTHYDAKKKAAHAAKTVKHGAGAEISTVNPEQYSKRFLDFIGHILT
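qHTS, 1536-well: enzyme/substrate mix, compound by pin tool, 5 microM ATP final; RT 60 min; ADP-Glo reagents 1 (45 min) then 2 (30 min); luminescence.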
Abeta yeast res = compounds reversing amyloid beta toxicity in yeast; Potency, µM (highest dose often 46.1 µM), for the others: top-dose growth rescue, hits mostly activators; hit rate 0.063% among 410,000; yeast expressing A-beta42, growth rescue, OD600, 48 h; response scale: 0% DMSO, 100% iron-clioquinol control; also: potency is read from the fitted curve at half-maximal effect; nearly all actives have a fitted effect of over 55% in size
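Yeast A-beta toxicity model in growth medium with pinned compounds, 48 h at 30 C; growth read as absorbance at 600 nm. Normalized to FeCl3/clioquinol equimolar mix (positive) and DMSO (negative).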
EPAC1 ag = EPAC1 (human) agonism; O95398; EPAC1 agonist qHTS, biochemical assay; response scale: 100% = response to 6.5 mM cAMP; Potency, µM (titrated, usually from 154 µM), inactives show top-dose activation, most hits filed as activators; hit rate 0.073% among 360,000; also: potency is read from the fitted curve at half-maximal effect; nearly all actives have a fitted effect of over 60% in size
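Fluorescent GDP-exchange assay: 100 nM EPAC1 with 250 nM Rap1B preloaded with BODIPY-GDP and 50 uM GDP; compounds tested as concentration series, 5 min at room temperature, then read every 5 min for 30 min (ex 480/em 540 nm); normalized to 6.5 mM cAMP.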
IL-2 act = activates IL-2 in a cell-based reporter assay. hit rate 0.065% among 360,000. activation, % (series mostly up to about 46 µM). IL-2 activation reporter assay, cell-based qHTS; stimulated with anti-CD3/CD4/CD28 beads; in transgenic mouse T cells; in the data active = activation above about 50%; inconclusive = mostly about 30% to 49%; also: 0% is about no effect
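Using fluorescent plate cytometry, EGFP and DsRed are detected in transgenic mouse T cells stimulated 18 h at 37 degrees C with antibody-coated beads after 60 min compound pretreatment.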
EPAC1 antagonist = blocks human EPAC1 exchange factor. EPAC1 GEF assay, Rap1b-BODIPY-GDP exchange fluorescence. O95398. Potency, µM (series often up to 115 µM), inactives show at the highest dose activity change, negative = inhibition, actives largely listed as inhibitors. hit rate 0.14% among 360,000;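 also: potency is read from the fitted curve at half-maximal effect; plate controls were vehicle for no effect and positive control for full effect; nearly all actives have a fitted effect of over 50% in size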
WRN helicase inh = inhibitors of human WRN helicase | hit rate 0.46% among 360,000 | Potency, µM (titrated, usually from 114 µM), without a hit: at the top dose activity change, negative = inhibition, hits mostly inhibitors | Q14191 | AID 651768 | WRN helicase unwinding, fluorescent forked duplex, kinetic; also: potency is read from the fitted curve at half-maximal effect; % is scaled to controls: 0 for no effect and ±100 for the full control effect; nearly all actives have a fitted effect of over 55% in size
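Kinetic red-fluorescence monitoring (525/598 nm) tracks WRN helicase activity after 100 nM fluorophore-quencher forked duplex and 2 mM ATP are added to 20 nM enzyme pretreated 15 min at room temperature with compound.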
PLK1 PBD inh = PLK1 (human) polo-box domain binding inhibition; P53350; Plk1 PBD binding of FITC phosphopeptide, fluorescence polarization; Potency, µM, inactives show max response, negative = inhibition, most hits filed as inhibitors; hit rate 2.8% among 360,000; AID 720504; also: potency is read from the fitted curve at half-maximal effect; series mostly up to about 57 µM; % is scaled to controls: 0 for no effect and ±100 for the full control effect; nearly all actives have a fitted effect of over 65% in size
Target sequence (P53350 whole entry, looked up, the tested form may be a part): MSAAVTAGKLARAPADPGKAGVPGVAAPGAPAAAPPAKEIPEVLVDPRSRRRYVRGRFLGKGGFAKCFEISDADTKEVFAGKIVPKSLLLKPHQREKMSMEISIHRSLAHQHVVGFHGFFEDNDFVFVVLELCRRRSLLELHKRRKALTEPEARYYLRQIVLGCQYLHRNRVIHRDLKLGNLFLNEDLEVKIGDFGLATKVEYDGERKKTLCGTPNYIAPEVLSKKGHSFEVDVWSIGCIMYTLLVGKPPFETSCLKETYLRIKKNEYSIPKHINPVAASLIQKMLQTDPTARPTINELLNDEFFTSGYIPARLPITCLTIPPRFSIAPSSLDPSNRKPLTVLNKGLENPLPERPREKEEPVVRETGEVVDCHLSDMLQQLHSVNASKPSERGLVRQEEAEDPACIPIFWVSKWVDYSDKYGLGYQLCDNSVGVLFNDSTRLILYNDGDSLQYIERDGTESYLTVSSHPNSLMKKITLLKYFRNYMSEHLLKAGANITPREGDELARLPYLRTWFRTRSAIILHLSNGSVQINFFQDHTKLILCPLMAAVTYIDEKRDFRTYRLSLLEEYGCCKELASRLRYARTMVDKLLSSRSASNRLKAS
FUS yeast rescue = rescues growth of FUS-expressing yeast. S. cerevisiae FUS-expressing, growth rescue, OD600, 24 h. Potency, µM (series often up to 76.6 µM), for the others: at the top dose growth rescue (activation), most hits filed as activators. hit rate 0.24% among 390,000. AID 1347120;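 also: potency is read from the fitted curve at half-maximal effect; plate controls were DMSO vehicle for no effect and reference control for full effect; nearly all actives have a fitted effect of over 55% in size; some results filed as inactive show a strong effect at the top dose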
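Absorbance at 600 nm, taken 24hr after compound addition, measured rescue of FUS-yeast growth at 30C. Induction used 2% galactose with seeding at OD 0.005. Controls: CP55940 from 92uM final, DMSO only.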
aSyn rescue = inhibitors of alpha-synuclein toxicity in yeast. Yeast expressing alpha-synuclein, growth rescue, BacTiter-Glo, 24 h. Potency, µM (titrated, usually from 46.1 µM), for inactives: at the top dose growth rescue (activation), actives largely listed as activators. hit rate 0.14% among 370,000; also: potency is read from the fitted curve at half-maximal effect; % of control where 0% means no effect; nearly all actives have a fitted effect of over 65% in size
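Readout is rescue of growth in alpha-synuclein-expressing yeast, so inhibitors of toxicity appear as activators. Growth after 24 hr at 30 deg C in galactose medium is quantified by luminescence.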
* hit, by the source's call; ? = inconclusive; nt = no result given; & = joins results of further samples; [ ] = dose if it differs, or a comment. Unless noted, calls follow the shape of the dose curve; as a rule, active = well fitted curve in the direction sought with a large enough effect; inconclusive = small, poorly fitted or top-dose-only effect, or another doubt; inactive = no such curve, though single readings can be large; an effect the other way counts as inactive or inconclusive.

SMILES | PI5P4K alpha inh | Abeta yeast res | EPAC1 ag | IL-2 act | EPAC1 antagonist | WRN helicase inh | PLK1 PBD inh | FUS yeast rescue | aSyn rescue
Cc1cccc(C)c1NC(=O)NN=C1CCCCC1 | 0 | 13% | 1% | -0.4 | 1% | -3% | -6% | 17% | -5%
CCOC(=O)C1(Cc2ccc(OC)cc2)CCN(C(=O)c2ccc3[nH]ccc3c2)CC1 | -7 | 12% | 3% | -0.5 | -6% | -11% | -12% | 41% | -5%
CC(C)n1nc(C(=O)Nc2cccc(S(=O)(=O)N3CCCCC3)c2)c2ccccc2c1=O | -4 | 9% | 6% | -0.9 | -5% | -8% | -3% | 18% | 1%[1.84 µM]
COc1cc(/C=N/NC(=O)c2ccncc2)ccc1OCc1cnc(Cl)s1 | 1 | 16% | -2% | -1.5 | -11% | -6% | -2% | 15% | 0%
O=C(COC(=O)c1cccc(S(=O)(=O)NCc2ccccc2)c1)NCC1CCCO1 (configuration not stated) | -1 | 10% | 19% | 2.3 | 14% | 11% | -11% | 10% | -5%
COc1ccc(-c2noc(CSc3nnc(-c4ccccc4)n3C)n2)cc1 | nt | -17%&-22% | 10% | -0.4 | -17% | -22% | -11% | 19%&23% | 5%
CSc1ccc(CN2CCC(C)(Oc3ccc(C(C)=O)cc3)C2)cc1 (configuration not stated) | 1 | -3% | 0% | -0.4 | -6% | -1% | -2% | -14% | 2%
CCCCCCOC(=O)C(C#N)c1nc2ccccc2nc1N1CCOCC1 (configuration not stated) | -4 | 17% | 22% | -1.0 | -24% | 6% | -17% | -8% | 7%
O=C(CCC1CCCC1)N1CCN(C(=O)c2ccco2)CC1 | 4 | 11% | 1% | -1.7 | -6% | 6% | 24µM* | -3% | 3%
COCCNC(=O)CN(CCc1ccccc1)S(=O)(=O)c1ccc(Br)cc1 | 3 | 0% | -6% | -0.3 | 11% | 7% | -1% | 8% | 0%
O=C(CSCc1ccc(F)cc1)Nc1ccccc1 | nt | 0% | 3% | 3.3 | 0% | -1% | -3% | -17% | 13%
Nc1ncnc2c1ncn2C1CCCC1 | -2 | -10% | -6% | 0.7 | -29% | -1% | -12% | -33% | -1%&4%
C/C(=N/Nc1ncc(Br)cn1)c1ccc(Br)cc1 | -20 | 0% | -3% | 0.1 | -13% | 8% | 4.7µM* | -7% | 7%
COc1ccc(/C(N)=N/OC(=O)CC2CCCCC2)cc1OC | 12 | 9% | 8% | -0.4 | -1% | -4% | -2% | ? | 1%
CCOc1ccc(-n2nnc3c(=O)n(CC(=O)N4CCCc5ccccc54)cnc32)cc1 | -3 | 14% | -3% | -0.6 | ? | -6% | 1% | -27% | -1%
Cc1cc(C)cc(OCC(=O)OCc2nnc(-c3ccccc3)o2)c1 | 0 | 9% | 5% | -0.1 | -10% | 0% | -8% | -27% | -1%
COc1ccc(/C=N/NC(=O)c2nonc2N)cc1OC | 7 | -14% | 8% | -0.2 | 5% | -32% | -2% | 8% | 0%
Cn1ccnc1SCC(=O)Nc1cc(F)ccc1F | 3 | 8% | 3% | -0.2 | -12% | 1% | -2% | -1% | -2%
COCCNC(=O)C1C(=O)Nc2ccccc2C(=O)N1c1ccc2c(c1)OCCO2 (configuration not stated) | 7 | -14% | 3% | 1.0 | -14% | -11% | -3% | 9% | 14%
COc1ccccc1CN(Cc1nc2ccccc2c(=O)[nH]1)C(=O)Nc1cccc(C)c1 | nt | -1% | 22% | -1.4 | -3% | -7% | -8% | ? | -4%
COc1ccc(NC(=O)CNC(=O)c2sc3ccccc3c2Cl)c(OC)c1 | 0 | 6% | -2% | 0.1 | 17% | -2% | 5% | 4% | 9%
COc1cccc(Nc2nc(N)nc(C(F)(F)F)n2)c1 | nt | -20% | 4% | 0.3 | -12% | -19% | 0% | 38% | -5%
CC(C)N1C(=O)c2ccccc2NC(=O)C1C(=O)NCc1cccs1 (configuration not stated) | 1 | -12% | -23% | -0.3 | 4% | 10% | -1% | -6% | -2%
COc1cc(Br)cc(/C=C/c2ccc3cccc(O)c3n2)c1OC | 21 | -7% | -1% | 15 | 18% | -5%[57.1 µM] | -6% | -3% | 0%
Cc1cc(C)c(C(N)=O)c(Nc2cccc3ccccc23)n1 | 8 | -1% | 6% | 0.6 | -8% | -26% | -7% | -7% | 1%

Only PI5P4K alpha inh and FUS yeast rescue, for three of the compounds above:
| canonical_smiles | PI5P4K alpha inh | FUS yeast rescue |
| --- | --- | --- |
| COCCNC(=O)CN(CCc1ccccc1)S(=O)(=O)c1ccc(Br)cc1 | 3 | 8% |
| CC(C)n1nc(C(=O)Nc2cccc(S(=O)(=O)N3CCCCC3)c2)c2ccccc2c1=O | -4 | 18% |
| CSc1ccc(CN2CCC(C)(Oc3ccc(C(C)=O)cc3)C2)cc1 (configuration not stated) | 1 | -14% |

(listing goes on)
SMILES | PI5P4K alpha inh | Abeta yeast res | EPAC1 ag | IL-2 act | EPAC1 antagonist | WRN helicase inh | PLK1 PBD inh | FUS yeast rescue | aSyn rescue
Cn1cnc([N+](=O)[O-])c1Sc1nc(N)nc2c1ncn2C1CC(O)C(CO)O1 (configuration not stated) | -1 | 1% | 2% | -3.0 | -9% | 8% | 2% | nt | 13%
O=[N+]([O-])c1cccc(/C=N/Nc2cc(N3CCOCC3)ncn2)c1 | -22 | -16% | 3% | -0.4 | 1% | 3% | -5% | -5% | 7%
CCOC(=O)[C@]12CCC=C1N(CCC1=CCCCC1)C(=O)[C@H](CC(=O)NCc1cccc3ccccc13)C2 | 14 | -6% | 6% | 0.9 | -15% | -3% | -16% | ? | 19%
O=C(Nc1ccccn1)c1ccc([N+](=O)[O-])cc1Cl | -4 | -37%[inhibitor] | 7% | -2.3 | 8% | -3% | -3% | nt | -14%
Cc1ccc(N=Nc2ccc(N)cc2C)c(S(N)(=O)=O)c1 | -25 | -3% | -14% | -3.0 | -14% | -6% | ? | 7% | 1%
CCN(c1ccccc1)S(=O)(=O)c1ccc(C(=O)NCC(c2ccccc2OC)N2CCCC2)cc1 (configuration not stated) | -1 | 3% | 8% | -0.7 | -12% | 6% | 2% | nt | -4%
COc1cc(OC)cc(C(=O)NCC(=O)OCC(=O)NC(C)(C)C)c1 | 5 | 14% | 7% | 0.0 | -17% | -15% | -20% | nt | -1%
O=C(CC1Sc2ccccc2NC1=O)Nc1cccc(C(=O)O)c1 (configuration not stated) | ? | 10% | 12% | 2.5 | 12% | -18%[57.1 µM] | -13% | -17% | 3%
CCOc1ccc(NS(=O)(=O)c2c(C(=O)N3CCCCCC3)c(C)n(C)c2C)cc1 | -1 | 6% | 6% | -3.3 | 14% | -3% | -10% | 0% | -11%
CC(C)CC(NC(=O)c1ccc(Cl)cc1)C(=O)OCc1cc([N+](=O)[O-])cc2c1OCOC2 (configuration not stated) | 12 | 0% | 3% | -2.5 | -2% | -6% | -1% | nt | 13%
N#C/C(=C\c1cccnc1)c1ccccn1 | 0 | -9% | 7% | -2.1 | 6% | 6% | 0% | -12% | 2%
Cc1cc(-c2nnc3n2N=C(c2ccccc2Br)CS3)n[nH]1 | -3 | ? | 3% | -1.2 | 9% | -8% | -1% | 9% | -1%
O=C(CSc1nc2ccccc2c(=O)n1-c1ccccc1)NC(=O)CN1CCCC1=O | -20 | -8% | -2% | 0.1 | 12% | -4%[11.6 µM] | -5% | 6% | 5%
COc1ccc(NC(=O)c2cccc(N3C(=O)C4C5C=CC(C5)C4C3=O)c2)cc1 (configuration not stated) | 1 | 1% | 3% | -3.0 | -7% | -25% | -2% | nt | 2%
CCn1nccc1C(=O)Nc1cc(Cl)ccc1Cl | 2 | -9% | -3% | 0.4 | -8% | 2% | -1% | -12% | 0%
COc1ccc(S(=O)(=O)N(Cc2ccccc2)c2ccccc2C(=O)Nc2ccccc2C(=O)NCc2ccco2)cc1 | 13 | 10% | -8% | -0.2 | -28% | -10% | 6% | nt | 2%
Cc1cc(C)nc(NC(=O)CN2C(=O)c3ccccc3C2=O)n1 | nt | 4% | 2% | 1.0 | -3% | -1% | 2% | 17% | 2%
COc1cc2c(C#N)c(N3CCc4ccccc4C3)nc(N)c2c(N)n1 | ? | -68%[inhibitor] | 17% | -1.6 | -7% | -20% | -14% | ? | 6%
COC(=O)c1cc(Br)c(=O)n(Cc2ccc(C(=O)O)cc2)c1 | -9 | 5% | -7% | 0.0 | -1% | 2% | -3% | 6% | -1%
CC(=O)c1ccc(O[C@@H]2O[C@H](CO)[C@@H](O)[C@H](O)[C@H]2O)cc1 | 8 | -5% | -10% | 1.8 | -3% | 1% | 9% | -26% | 2%
CCc1nc(SCc2ccc([N+](=O)[O-])cc2)n[nH]1 | -1 | 11% | -2% | 0.8 | 3% | -16% | -1% | nt | 0%
CCOC(=O)N=Nc1c(O)n(CC)c2ccccc12 | -4 | -20% | -2% | -0.2 | -16% | -25%[57.1 µM] | -3% | -2% | -7%
CN1C(C(=O)NCc2ccccc2)CC2Cn3c(nc4cc5ccccc5cc43)C21 (configuration not stated) | 2 | -6% | 4% | 0.2 | -4% | 5% | -6% | -11% | 11%
Cc1ccc(NC(=O)C(OC(=O)c2cc(C)oc2C)c2ccccc2)cc1 (configuration not stated) | 12 | 10% | 2% | 0.3 | -18% | -8% | -3% | nt | 1%
CC(CN(C)Cc1ccccc1)OC(=O)c1cccc(F)c1 (configuration not stated) | -1 | 20% | -3% | -0.6 | -9% | -5% | 0% | 5% | 4%
C=CCN(c1ccc(C(=O)Nc2cc(C)cc(C)c2)cc1)S(C)(=O)=O | -5 | -2% | 14% | -0.5 | -9% | -26% | -2% | 34% | 4%
COc1ccc(OC)c(NC(=O)c2cccc(S(=O)(=O)N3CCN(C(C)=O)CC3)c2)c1 | 4 | -18% | -8% | -3.2 | 2% | -1% | -6% | 10% | 3%
COc1cccc(CN2CC(C(=O)NCCCc3ccc(C)cc3)CCC2=O)c1 (configuration not stated) | 3 | 2% | -5% | -4.0 | 5% | -2% | -13% | 19% | -4%
Cc1ccccc1N=Nc1c(O)n(C)c2ccccc12 | 5 | -9% | 10% | 0.8 | -9% | 6% | ? | -9% | 1%

High-throughput results (PubChem)
